High-throughput results as filed in PubChem BioAssay.
eIF4E 4G PPI: blocks eIF4E binding to eIF4G; TR-FRET eIF4E-eIF4GI(517-606) binding, 2 h; actives 0.37% (n = 220,000); inhibition, % at 21.7 µM; P63073+Q04637;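 active = inhibition above about 30%, limit read from the data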;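 note: 0% = full FRET control wells and 100% = background wells lacking eIF4GI fragment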
PGE2 EP2 inh: inhibitors of human EP2 prostaglandin E2 receptor. P43116. C6 glioma cells expressing human EP2, cAMP TR-FRET; cells stimulated with saturating PGE2. inhibition, % at 25 µM. actives 0.52% (n = 260,000);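 active = percent inhibition above 40 after rounding to a whole number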;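 note: rat C6 glioma host cells with rolipram phosphodiesterase inhibitor present; the protocol text gives 20 µM as final concentration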
L929 necroptosis: blocks zVAD induced death of L929 cells; viability rescue, % at 10 µM; L929 zVAD necroptosis rescue, ATP luminescence, 24 h; with zVAD 60 µM; actives 0.38% (n = 220,000); AID 1377;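 active = activation, scaled between plate controls, above about 75%, limit read from the data; inactive = activation under that limit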;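 note: 0% = zVAD with DMSO and 100% = DMSO alone without zVAD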
m-calpain inh: calpain II (pig) inhibition; purified calpain II, fluorogenic peptide substrate, 30 min; inhibition, % at 16 µM; actives 0.37% (n = 220,000); AID 1236;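 active = inhibition above about 50%, limit read from the data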
Rad51 HR inh: blocks human Rad51 in homologous recombination; Q06609; hRad51 DNA strand exchange, fluorescence dequenching; inhibition, % at 10 µM; actives 0.085% (n = 200,000);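 active = inhibition above 40% at the single screening dose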;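 note: 0% = DMSO control wells and 100% = blanks with heterologous ssDNA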
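material = hRad51 filaments on single-stranded DNA | reagent = Donor/quencher-labelled 47-bp dsDNA substrate | compound = 10 µM final, single point | schedule = strand-exchange reaction 15 min at room temperature | measured by = fluorescein emission 520 nm, excitation 485 nm | read-out basis = % inhibition versus plate control and blank means | benchmarks = plate controls and plate blanks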
Tb hexokinase: blocks Trypanosoma brucei hexokinase 1 activity; inhibition, % at 10 µM; actives 0.11% (n = 220,000); recombinant TbHK1, G6PDH-coupled NADH A340;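 active = inhibition of 50% or more in the single-dose primary screen; inactive = inhibition below 50%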
EP2 modulator: modulates human prostaglandin E2 receptor EP2 signaling; actives 0.83% (n = 260,000); induction, % at 25 µM; EP2-expressing cells, cAMP HTRF FRET, PGE2 co-stimulation; AID 940;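 active = compounds whose cAMP rise, as percent of the full-agonist control response, exceeds 60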;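 note: rat C6 glioma line stably carrying human EP2 under a CMV promoter; the protocol text gives 20 µM as final concentration; 100% = response of wells given 1 µM PGE2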
Hck-Nef inh: human Hck-Nef kinase inhibition. P08631. Recombinant Hck-YEEI plus Nef, Z-Lyte FRET kinase assay. inhibition, % at 20 µM. actives 0.68% (n = 220,000). AID 463187;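 active = Hck-Nef kinase inhibition above about 50%, limit read from the data; inactive = inhibition below that limit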;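 note: 0% = DMSO with Hck plus Nef and 100% = Hck alone without Nef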
Target sequence (P08631 whole entry, looked up): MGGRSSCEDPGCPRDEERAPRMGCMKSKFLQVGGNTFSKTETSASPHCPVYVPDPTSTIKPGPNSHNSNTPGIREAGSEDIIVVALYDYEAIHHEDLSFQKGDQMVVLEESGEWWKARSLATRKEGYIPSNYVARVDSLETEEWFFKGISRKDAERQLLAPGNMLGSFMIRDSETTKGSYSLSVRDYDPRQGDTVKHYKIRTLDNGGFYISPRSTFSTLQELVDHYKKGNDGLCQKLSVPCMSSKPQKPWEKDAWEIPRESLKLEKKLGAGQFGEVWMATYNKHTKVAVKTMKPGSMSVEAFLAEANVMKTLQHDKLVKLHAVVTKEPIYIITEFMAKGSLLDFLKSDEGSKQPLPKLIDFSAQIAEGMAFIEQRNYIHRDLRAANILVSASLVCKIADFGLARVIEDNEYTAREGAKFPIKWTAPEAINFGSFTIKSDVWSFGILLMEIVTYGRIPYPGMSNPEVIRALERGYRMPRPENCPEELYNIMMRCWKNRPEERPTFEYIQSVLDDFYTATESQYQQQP
14-3-3 Bad PPI: disrupts binding of bovine 14-3-3 zeta to phospho-Bad peptide; P63103; TR-FRET 14-3-3zeta/Dy647-pBad peptide displacement, 1 h; inhibition, % at 21.7 µM; actives 0.71% (n = 220,000); AID 781;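 active = inhibition above about 70%, limit read from the data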;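 note: 0% = full 14-3-3 plus peptide FRET controls and 100% = background without 14-3-3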
Target sequence (P63103 whole entry, looked up): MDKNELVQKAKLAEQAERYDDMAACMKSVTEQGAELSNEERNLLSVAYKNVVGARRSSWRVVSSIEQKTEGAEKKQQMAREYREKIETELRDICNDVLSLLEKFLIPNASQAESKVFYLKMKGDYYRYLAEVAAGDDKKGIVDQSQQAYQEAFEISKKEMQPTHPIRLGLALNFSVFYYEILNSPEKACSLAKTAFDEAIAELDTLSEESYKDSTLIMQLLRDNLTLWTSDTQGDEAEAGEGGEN
Numbers without * were called inactive; i = inactive; / = not tested or not shown; & = joins results of further samples; [ ] = dose if it differs, or a comment. This is a subset. The share of hits here may be higher or lower than overall.

SMILES	eIF4E 4G PPI	PGE2 EP2 inh	L929 necroptosis	m-calpain inh	Rad51 HR inh	Tb hexokinase	EP2 modulator	Hck-Nef inh	14-3-3 Bad PPI
CCn1c(SCC(=O)NC2CCS(=O)(=O)C2)nnc1-c1ccccc1 (stereo not given)	1	5	1.0	30	5	6	-2	11	6
O=C(NCCCN1CCOCC1)c1ccc(NC(=O)C2COc3ccccc3O2)cc1 (stereo not given)	-1	5	12	3	2	-5	-15	19	-7
CCOc1cc(S(=O)(=O)NC2CCCCC2)ccc1F	1	8	-0.7	18	-4	-4	-15	-1	-5
Cc1nn(-c2nc(-c3ccco3)cc(C(F)(F)F)n2)c(C)c1Br	1	7	-0.5	-29	3	-10	21	1	8
CN(C(=O)c1ccc2c(c1)SC1=NS(=O)(=O)CCN12)C(c1ccccc1)c1ccccc1	-12	15	-1.1	13	-4	-6	31	0	-12
COC(=O)c1ccc(/C=C/C(=O)c2cccc(OC)c2)cc1	3[fluorescence artefact?]	15	-0.5	-18	-1	-13	6	13	5[fluorescence artefact?]
CCC(C)(C)NC(=O)C1CCN(c2nc(C)cc(C)n2)CC1	-2	6	0.9	-23	4	-9	18	-2	4
Nc1ccc2c(c1)OCCOCCOCCOCCOCCO2	0	10	-0.1	4	0	-2	21	27	-3
CCOC(=O)Cn1ccc(-c2ccccc2)c(C#N)c1=O	-2	6	0.5	-6	22	-7	-6	-13	-3
CCNS(=O)(=O)c1ccc(CCC(=O)NC2CCCC2)cc1	4	1	0.2	22	-6	32	11	1	-2[fluorescence artefact?]
CC1(C)OC2C(CO)OC(n3cnc4c(=S)nc[nH]c43)C2O1 (stereo not given)	2	12	0.8	3	22	-14	-21	3	-16
On1c(-c2ccc(Cl)cc2)nc2ccccc21	1	8	0.7	-24	9	-12	-7	21	-7
C/C(=N\NC(=S)Nc1ccc(C(C)C)cc1)c1ccc2c(c1)OCO2	-1	0	0.8	-26	-1	-6	19	21	-42
O=C1CCc2cc(S(=O)(=O)NCCC(=O)N3CCN(c4cccc(Cl)c4)CC3)ccc2N1	2[fluorescence artefact?]	3	1.1	-6	1	-3	0	0	9[fluorescence artefact?]
CC(=O)Nc1ccc(S(=O)(=O)N2CCN(CC(=O)N3CCOCC3)CC2)cc1	-2	7	0.6	2	-18	-8	4	-19	0

Entries of single compounds from above.
CCn1c(SCC(=O)NC2CCS(=O)(=O)C2)nnc1-c1ccccc1 (stereo not given) is entered as eIF4E 4G PPI: 1; PGE2 EP2 inh: 5; L929 necroptosis: 1.0; m-calpain inh: 30; Rad51 HR inh: 5; Tb hexokinase: 6; EP2 modulator: -2; Hck-Nef inh: 11; 14-3-3 Bad PPI: 6
COC(=O)c1ccc(/C=C/C(=O)c2cccc(OC)c2)cc1 is entered as eIF4E 4G PPI: 3[fluorescence artefact?]; PGE2 EP2 inh: 15; L929 necroptosis: -0.5; m-calpain inh: -18; Rad51 HR inh: -1; Tb hexokinase: -13; EP2 modulator: 6; Hck-Nef inh: 13; 14-3-3 Bad PPI: 5[fluorescence artefact?]

(list continues)
SMILES	eIF4E 4G PPI	PGE2 EP2 inh	L929 necroptosis	m-calpain inh	Rad51 HR inh	Tb hexokinase	EP2 modulator	Hck-Nef inh	14-3-3 Bad PPI
FC(F)(F)COc1nc(OCC(F)(F)F)nc(N2CCN(c3ccccc3)CC2)n1	8	5	-0.3	27	-4	-1	33	0	-17
Cc1ccc(SCC(=O)Nc2cc(C)on2)cc1	4	2	-0.4	-38	-4	-7	15	7	-6[fluorescence artefact?]
Cc1cccc(OCc2nc(C#N)c(NCCN(C)C)o2)c1	1	/	0.3	2	/	-3	-7	-4	9
Nc1cc(-c2nn[nH]n2)ccc1F	4	10	0.0	8	6	7	18	0	72*
CCCCC(=O)Nc1cccc(C(=O)N/N=C/c2ccc(OC)cc2OC)c1	1	29	0.6	29	15	-34	-74	2	11[fluorescence artefact?]
CN(Cc1ccccc1)C(=O)c1[nH]cnc1C(=O)N[C@@H](CCCCNC(=O)OC(C)(C)C)C(=O)OC(C)(C)C	3	8	-0.7	36	6	-4	0	-5	-15
Cc1cc(NC(=O)c2ccc3c(c2)C(=O)N(C(C)(C)C)C3=O)no1	5	3	0.5	13	/	-2	1	7	5
COC(=O)Cn1c(CCC(=O)O)ccc1-c1ccccc1	1	15	0.3	-71	2	8	-15	22	-2
CCCN1CCN(CCCNC(=O)c2cc3c(=O)[nH]c4ccccc4c3s2)CC1	7	4	43	-286	/	-20	-17	21	2
CCC1CCCCN1CCCNC(=O)CC1Oc2ccc(C)cc2NC1=O (stereo not given)	1	11	2.4	10	-4	1	15	3	-6
CCOC(=O)c1cccc(NC(=O)CSc2nnc(-c3ccoc3C)n2CC)c1	-2	10	0.4	-11	10	0	20	2	6
Cc1cccc(OCC(=O)NCC(=O)N/N=C/c2cccs2)c1	17	3	0.6	0	7	0	-25	6	-15
N#Cc1c(N)nc(SCc2ccccn2)c(C#N)c1-c1cccs1	-36[fluorescence artefact?]	9	0.1	-13	-4	-5	-7	0	-5
CSc1nc2ccccc2n1Cc1cccc(F)c1	-9	9	-0.4	21	-6	1	35	0	-9[fluorescence artefact?]
O=C1c2cccc3c(N4CCCCC4)ccc(c23)C(=O)N1c1ccccc1O	-8	4	0.6	-36	-22	-6	15	-114	-2
COc1c2ccoc2c(OC[C@@H](O)C(C)(C)O)c2oc(=O)ccc12	2	7	6.9	7	8	-10	-5	-4	-2
CC(=O)Nc1nc2nc(-c3ccccc3)cc(-c3ccccc3)n2n1	11[fluorescence artefact?]	3	1.6	-208	2	-20	3	2	17[fluorescence artefact?]
Cc1cccc(NC2SC(=O)N(c3ccccc3)C2=O)c1 (stereo not given)	-2[fluorescence artefact?]	10	-0.1	17	-3	-10	16	0	-25
COc1cc(C(=O)NNC(=O)c2ccoc2C)cc(OC)c1OC	1	6	0.5	-8	5	-3	11	21	-7
c1cc(CNCC2CCCO2)ccn1 (stereo not given)	5	3	0.2	-25	6	-3	28	26	-14
COc1ccc(C(=O)N2CCN=C2SC)cc1	1	4	0.0	-18	/	0	11	3	-12
Cc1ccc(C(=O)/C=C/C(=O)O)cc1	9	6	-0.2	-3	4	-2	18	0	-3[fluorescence artefact?]
N=c1c2c(-c3ccccc3)c(-c3ccccc3)n(Cc3ccccc3)c2ncn1CCO	-2[fluorescence artefact?]	4	-0.2	-40	2	17	3	1	0
CCNc1nc(N2CCCCC2)nc(-n2nnc(C(=O)OCC)c2C)n1	5	3	0.0	21	-1	2	38	0	4
OCCC1CN(Cc2cc3c(cc2Cl)OCO3)CCN1Cc1ccccc1 (stereo not given)	-1	2	0.2	0	12	2	-20	6	-12
CC(C)(C)c1ccc(OCC(O)CNC(=O)c2ccccc2C(=O)O)cc1 (stereo not given)	/	12	-0.4	/	14	1	/	-2	/
CN(C)CCCNC(=O)Cc1ccc(Br)cc1	4	7	0.3	-20	7	1	17	0	16
O=C(Nc1ccc(Cl)c([N+](=O)[O-])c1)C(Sc1ccccc1)c1ccccc1 (stereo not given)	6	6	0.4	23	3	9	3	1	-12
CCOC(=O)CSc1nc2cc3c(cc2cc1CC)OCCO3	3	2&10	1.4	-5	4	-9	42&28	-7	4
COC(=O)C(C)(C)ONC(=O)Nc1ccc([N+](=O)[O-])cc1	2	2	1.1	2	10	-17	8	1	-4
CC(C)CCn1c(Sc2nc3ccccc3o2)nc2c1c(=O)[nH]c(=O)n2C	4[fluorescence artefact?]	6	0.1	20	23	1	33	-11	2[fluorescence artefact?]
O=C(CN1CCN(c2ccccc2)CC1)Nc1nnc(-c2ccccc2)s1	-8	/	0.9	7	/	-5	-1	1	-17
COc1ccc(-n2c(SCc3cccnc3)nc3c(c2=O)SCC3)cc1OC	1	7	-0.6	-8	1	-17	31	29	-14
O=C(O/N=C\c1ccc(N2CCCCC2)c([N+](=O)[O-])c1)c1ccc(Cl)cc1Cl	3	/	0.2	23	/	-8	-1	1	0
COc1ccc(C(=O)N2CCC(C(=O)O)CC2)cc1	-1	4	0.5	-1	-1	-1	4	7	10
CSCCC(NC(=O)c1ccc(Cl)cc1)C(=O)NC(C)(C)C (stereo not given)	6[fluorescence artefact?]	0	-0.8	-2	-2	-3	0	3	3
C=CCN(CC=C)S(=O)(=O)c1ccc(NC(=S)NC(=O)c2ccco2)cc1	-8	8	-0.6	-23	0	-7	-29	0	-17
CCN(CC)C(=O)COc1ccc(-c2nnc(N3CCCCC3)c3ccccc23)cc1	7	9	1.1	-7	1	-13	27	-4	3
CCOC(=O)CNC(=O)CCCCCC(=O)NCC(=O)OCC	4[fluorescence artefact?]	12	0.9	-25	-6	2	19	3	-1[fluorescence artefact?]
CCCSc1nc2c(c(=O)n1CC)SC(C)C2 (stereo not given)	2	/	-0.2	-2	/	-20	31	3	-2
O=C(Cc1cn(Cc2cccc(Cl)c2)c2ccccc12)N1CCCCCC1	-2	7	-0.3	35	4	27	40	3	-5
CC(C)C(OC(=O)c1cccs1)C(=O)NCc1ccco1 (stereo not given)	2	13	-0.5	-7	1	11	29	1	5
Cc1ccc(C(=O)COC(=O)c2ccncc2)cc1[N+](=O)[O-]	1	10	0.8	8	-10	3	13	-4	-2
O=C(NCc1ccco1)NC1CCCCC1	3	11	-0.2	-18	-4	5	14	7	0[fluorescence artefact?]
CC1C2CC(CC1(C)C)N(C(=O)Nc1ccc3nccnc3c1)C2 (stereo not given)	6	/	7.5	i	/	-12	-8	1	-1
CCOC(=O)CSc1ncc(-c2ccccc2)cn1	0	3	0.3	9	6	6	14	0	3
O=c1cc(CSc2ccccc2)nc(-c2ccncc2)[nH]1	2	5	1.9	20	2	2	8	-1	-3
COc1nc(NCc2ccc(Cl)cc2)nc(OC)n1	-13[fluorescence artefact?]	15	0.3	-35	-7	0	-13	1	1
N#CC1=C(N)SC(N)=C(C#N)C1Cc1ccccc1	-2	17	0.2	-60	-6	-3	8	1	-8
CCOc1cc(N2CCOCC2)c(OCC)cc1NC(=S)NCCCOC	1	6	0.2	8	-1	0	18	25	-16
S=c1[nH]nc(-c2cccnc2)n1/N=C/C=C/c1ccco1	-1	2	1.9	-2	/	-47	30	18	-6
COc1ccc(C(=O)Nc2ccccc2C(=O)NC(Cc2ccc(O)cc2)C(=O)NNC(=O)c2ccccc2)cc1 (stereo not given)	-9	4	0.1	-48	21	18	-25	5	-6[fluorescence artefact?]
CCCC(O)(CCN1CCOCC1)c1ccc(Br)cc1 (stereo not given)	-6[fluorescence artefact?]	5	0.6	-9	1	-4	20	0	39[fluorescence artefact?]
CC(C)(C)OC(=O)NCc1ccc(NC(=O)c2nc[nH]c2C(=O)N[C@@H](Cc2ccccc2)C(=O)OCc2ccccc2)cc1	1	13	0.5	-1	-1	-38	-2	23	-11
O=C(Oc1c(Cl)cc(Cl)c2cccnc12)c1cccc([N+](=O)[O-])c1	13	7	0.6	-2	7	12	49	1	4
COc1ccc(-c2cnn3c(N)c(S(=O)(=O)c4ccccc4)cnc23)cc1	-1	6	1.5	-29	2	-14	16	-1	-4
Cc1ccc(NS(=O)(=O)c2ccc(Cl)c(C(=O)O)c2)cc1S(=O)(=O)N1CCOCC1	3	6	0.6	2	2	-1	12	1	4[fluorescence artefact?]
COc1cccc(OCc2nnc(SCC(=O)OCc3ccccc3)o2)c1	22	2&13	-0.7	6	0	5	24&-57	8	14
c1ccc(CNc2ccc3ccccc3n2)nc1	-3	16	-0.3	-64	5	-9	-16	-4	9
CCCCOC(=O)CCc1nc2ccccc2[nH]1	3	8	-0.3	-16	0	5	-8	-25	63[fluorescence artefact?]
